PKA-R1A activ = activators of PKA-R1A complex | P00514+P68181 | PKA-R1A dissociation, Cy5-IP20 fluorescence polarization; scaled: DMSO 0%, 113 µM cGMP 100% | activation, % at 11.4 µM | hit rate 0.083% among 340,000;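 active = percent activation above the mean of all tested compounds plus 3 SD, cut at about 19% in these data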;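 note: higher means more PKAc released from R1A so a rise in polarization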
SR-BI HDL uptake = blocks mouse SR-BI lipid uptake from DiI-HDL. ldlA[mSR-BI] CHO cells, DiI-HDL uptake fluorescence, 3 h. Q61009. inhibition, % at 12.5 µM. hit rate 0.96% among 320,000;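 active = mean replicate inhibition of at least 70% and a set share of replicates each scoring 70 or more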;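 note: 0% = median of neutral control wells and 100% = median of positive control wells; values of inactives mirror those of a sister screen read the other way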
Target sequence (Q61009 whole entry, looked up): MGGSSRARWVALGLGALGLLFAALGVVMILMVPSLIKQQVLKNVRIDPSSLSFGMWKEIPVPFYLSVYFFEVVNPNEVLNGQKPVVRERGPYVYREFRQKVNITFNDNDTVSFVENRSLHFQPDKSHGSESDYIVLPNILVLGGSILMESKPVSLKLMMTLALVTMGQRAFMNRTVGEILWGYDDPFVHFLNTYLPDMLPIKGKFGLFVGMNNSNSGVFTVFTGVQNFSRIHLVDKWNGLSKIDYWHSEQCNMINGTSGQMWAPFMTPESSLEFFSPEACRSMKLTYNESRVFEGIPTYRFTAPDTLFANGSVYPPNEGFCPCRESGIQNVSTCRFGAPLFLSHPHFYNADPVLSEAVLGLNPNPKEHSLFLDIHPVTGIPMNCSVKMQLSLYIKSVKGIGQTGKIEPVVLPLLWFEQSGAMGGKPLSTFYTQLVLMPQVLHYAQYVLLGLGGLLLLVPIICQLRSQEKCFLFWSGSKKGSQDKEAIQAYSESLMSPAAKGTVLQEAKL
SUMO Mot1 rescue = blocks SUMOylation pathway, rescuing yeast Mot1-301 growth | AID 2716 | S. cerevisiae Mot1-301 growth rescue, ATP luminescence, 38.5C; percent above DMSO median, 100 means doubled | hit rate 1% among 320,000 | growth rescue, % at 18.8 µM;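 active = every valid replicate shows activation above 250% relative to neutral control wells; inactive = the rest, any valid replicate at or below 250%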;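 note: OY570 slx delta 5 strain wells were the positive control but not used for scaling; some compounds called inactive have numbers as strong as hits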
MITF TRPM1 HTS = increases MITF-driven TRPM1 promoter luciferase signal; hit rate 0.75% among 300,000; activation, % at 12.5 µM; AID 588334; SK-MEL-5 TRPM1-promoter luciferase, 24 h; % of positive control, neutral wells = 0;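 active = mean activation of at least 80% with every replicate also reaching 80%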;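 note: 0% = neutral control wells and 100% = parthenolide positive control wells; values of inactives mirror those of a sister screen read the other way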
CDK5 p35 inh = inhibitors of human CDK5/p35 kinase | Q00535+Q15078 | Recombinant CDK5/p35, ADP-Glo luminescence, 60 min | inhibition, % at 10 µM | hit rate 0.01% among 330,000 | AID 488839;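 active = highest replicate inhibition of at least 50% and at least 75% of replicates reaching 50%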;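 note: plate controls were DMSO neutral control for no effect and GW8510 at 10 µM for full effect; many of its hits are not listed in these tables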
DSG3 Ab inh = inhibitors of pemphigus antibody binding to human desmoglein-3; DSG3-coupled beads, scFv-anti-DSG3-GFP binding, flow cytometry; active compounds read low; binding (percent of control), % at 10 µM; hit rate 0.48% among 310,000; AID 588358;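 active = binding more than 3 SD below its plate's average and above zero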;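 note: hits lower antibody fragment binding to DSG3; some compounds called inactive have numbers as strong as hits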
Arrestin-AP2 inh = inhibitors of human beta-arrestin and AP2 interaction | FITC-arrestin peptide / GST-AP2 beads, flow cytometry; AP2 beta2 appendage carries R879A mutation | inhibition, % at 10 µM | hit rate 0.31% among 340,000;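 active = inhibition above a set limit, near 3 SD of compounds lacking own fluorescence, cut at about 54% in these data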;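 note: plate controls were DMSO wells for no effect and 5 µM unlabelled arrestin peptide for full effect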
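system = GST-tagged AP2 beta2-adaptin appendage (R879A) on 4 µm glutathione beads | reagent = FITC-labelled arrestin peptide probe, 50 nM final | schedule = compound with beads 12 min RT, then probe 1 h RT | signal = HyperCyt-sampled flow cytometry, FL1 channel, ex 488/em 535 nm | read-out = percent response from loss of bead-bound FITC fluorescence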
dFosB activator = activators of mouse delta FosB homodimer | AID 493131 | P13346 | activation, % at 25 µM | hit rate 0.99% among 340,000 | purified delta FosB, TAMRA-CDK5 oligo fluorescence polarization; percent of positive-control signal above neutral wells;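 active = mean activation above about 17%, with every replicate also reaching it, limit read from the data, passing the limit was not always enough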;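 note: fluorescence polarization rise as delta FosB binds a TAMRA Cdk5 AP-1 oligo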
NSD2 inh = blocks human histone methyltransferase NSD2; AID 743445; inhibition, % at 12.5 µM; O96028; hit rate 0.54% among 310,000; NSD2 peptide methylation, AlphaScreen, 120 min; in the data active = inhibition above about 50%
PKA-R2B activ = activators of human PKA-R2B complex; hit rate 0.079% among 340,000; activation, % at 11.4 µM; PKA-R2B holoenzyme dissociation, Cy5-IP20 fluorescence polarization; R2B truncated from residue 108, S112A mutant; 0% DMSO only, 100% 113 µM cGMP; AID 504700; P22694+P31323;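 active = activation above a cutoff set at the mean over all compounds plus 3 SD, cut at about 18% in these data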;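 note: higher means more holoenzyme dissociation and a rise in polarization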
Target sequence (P31323 whole entry, looked up, other chains not shown, the tested form may be a part): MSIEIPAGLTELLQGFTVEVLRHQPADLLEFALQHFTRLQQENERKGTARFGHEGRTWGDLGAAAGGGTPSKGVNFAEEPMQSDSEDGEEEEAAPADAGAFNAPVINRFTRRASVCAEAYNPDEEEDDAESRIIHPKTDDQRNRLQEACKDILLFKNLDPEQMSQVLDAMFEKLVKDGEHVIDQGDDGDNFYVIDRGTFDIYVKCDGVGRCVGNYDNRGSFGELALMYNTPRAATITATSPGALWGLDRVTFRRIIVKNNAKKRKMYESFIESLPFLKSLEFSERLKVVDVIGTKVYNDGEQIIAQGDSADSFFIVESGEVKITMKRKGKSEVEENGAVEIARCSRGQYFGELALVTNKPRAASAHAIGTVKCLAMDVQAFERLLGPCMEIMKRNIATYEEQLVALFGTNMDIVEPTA
SR-BI DiI-HDL act = activators of SR-BI mediated HDL lipid uptake | CHO ldlA[mSR-BI] cells, DiI-HDL uptake fluorescence, 3 h; 100 = double the neutral-control signal | activation, % at 12.5 µM | hit rate 0.096% among 320,000 | AID 504775;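 active = mean replicate activation of at least 60% and every replicate at or above 60%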;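 note: 0% = median plate neutral-control signal and 100% = twice that signal; values of inactives mirror those of a sister screen read the other way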
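Test system: SR-BI-overexpressing, LDLR-lacking CHO cells; Medium: Ham's F12 with 0.5% BSA, HEPES 25 mM, pH 7.4; Schedule: 3 h, 37 °C; Technique: bottom-read fluorescence, 550/595 nm.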
* hit, by the source's call; . = not tested or not shown.

#	PKA-R1A activ	SR-BI HDL uptake	SUMO Mot1 rescue	MITF TRPM1 HTS	CDK5 p35 inh	DSG3 Ab inh	Arrestin-AP2 inh	dFosB activator	NSD2 inh	PKA-R2B activ	SR-BI DiI-HDL act	Structure
1	-6	31	0	37	-0.6	97	12	20*	-3	-2	-31	CC(=O)Nc1ccc2nc(NC(=O)COc3ccccc3C)sc2c1
2	-6	-2	-10	1	-0.1	100	-6	-7	0	11	2	Cc1c(Cl)cccc1NC(=S)N(C)CCC#N
3	-1	-3	.	-11	-1.1	98	17	-3	6	-3	3	O=C(CCc1ccccc1Cl)Nc1ccc(S(=O)(=O)Nc2nccs2)cc1
4	-7	0	3	-5	-0.1	95	-24	-2	-4	13	0	CCC(C(=O)O)n1c(C(F)(F)F)nc2ccccc21 (configuration not stated)
5	1	-17	52	12	-0.5	100	1	-3	-3	2	17	COCCSc1nnc(NC(=O)Cc2cccs2)s1
6	4	-5	13	-9	-0.1	115	-6	-6	2	2	5	COc1ccc([N+](=O)[O-])cc1NS(=O)(=O)c1cc(C(=O)NCc2cccnc2)ccc1Cl
7	-9	1	-3	-13	-1.7	115	-6	-8	1	10	-1	Cc1ccc(C(=O)NC2CCN(Cc3ccccc3)CC2)cc1S(=O)(=O)N1CCOCC1
8	-6	.	-17	19	-1.2	.	23	-4	-6	4	.	COc1ccc(/C=C(/NC(=O)c2ccc(OC)c(OC)c2)C(=O)NCCCn2ccnc2)cc1
9	5	-4	-5	-2	-0.3	108	12	-4	2	7	4	COCCn1c(CCC(=O)O)ccc1-c1cccs1
10	-21	-7	12	4	0.6	100	-2	-12	.	4	7	Cc1ccc(C)c(NC(=O)c2ccc3c(c2)N(Cc2ccc(F)cc2)C(=O)CS3=O)c1 (configuration not stated)
11	3	2	.	46	-0.1	97	-24	0	-3	-1	-2	CC(C)c1ccc(Nc2nnc(SCC(=O)Nc3ncc(S(=O)(=O)c4ccc([N+](=O)[O-])cc4)s3)s2)cc1
12	-5	-8	-6	7	-3.2	102	12	-5	0	-2	8	Cc1cccc(-c2ncc(CN3CCN(C4CCCC4)C(CCO)C3)cn2)c1 (configuration not stated)
13	2	15	4	-6	2.2	101	2	-6	0	-5	-15	CN(CC(=O)Nc1ccccc1Br)C(=O)CNC(=O)Cc1cccc2ccccc12
14	-8	9	3	-8	0.5	.	-1	-9	8	-20	-9	CCOC(=O)C1=C(C)OC(N)=C(C#N)C1c1cc(OC)c2c(c1)OCO2 (configuration not stated)
15	-4	26	-18	10	-0.5	106	-10	2	-3	0	-26	CCc1ccc(NC(=O)c2ccnc(C(C)(C)C)c2)cc1
16	-4	22	2	9	0.5	99	13	0	.	-7	-22	COc1ccc(C2=NOC(C)(c3nnc(-c4ccc(F)cc4)o3)C2)cc1 (configuration not stated)
17	-1	-7	4	7	2.1	110	-7	-3	-4	3	7	NC(=O)C1(N2CCCCC2)CCN(C2CC(=O)NC2=O)CC1 (configuration not stated)
18	0	37	6	-4	-4.1	88	-7	-6	1	-3	-37	Cc1ccc(Cl)cc1NC(=O)Nc1cccs1
19	6	-6	3	-16	-3.0	99	6	-2	0	-11	6	COC(=O)Nc1ccc(S(=O)(=O)N2CCN(CCN3C(=O)C4C5C=CC(C5)C4C3=O)CC2)cc1 (configuration not stated)
20	0	-22	-1	-1	1.1	90	-1	8	-2	-5	22	CCOC(=O)c1c(O)cc(C)[nH]c1=O
21	-5	38	-3	.	-5.7	97	8	-11	-2	-12	-38	CCC(=O)Nc1nc(-c2ccccc2)ns1
22	9	-6	-27	-10	-3.1	103	-2	3	.	9	6	CC1(C)S[C@@H]2[C@H](NC(=O)[C@H](N)c3ccc(O)cc3)C(=O)N2[C@H]1C(=O)O
23	2	67	6	4	-1.4	.	2	-31	0	-1	-67	CC(C)(C)c1ccc(C(=O)NCc2nnc(SCC(=O)NC3CCCCC3)o2)cc1
24	6	-20	-18	0	-0.8	83	24	-3	-5	0	20	Cc1ccccc1N=Nc1c(C)[nH]n(C(N)=S)c1=O
25	8	-12	-24	27	2.0	105	-8	-8	-2	0	12	O=C(Nc1cccc(S(=O)(=O)NC2=NCCC2)c1)c1ccc(=O)[nH]c1

Single records (already shown). Order of screens: PKA-R1A activ	SR-BI HDL uptake	SUMO Mot1 rescue	MITF TRPM1 HTS	CDK5 p35 inh	DSG3 Ab inh	Arrestin-AP2 inh	dFosB activator	NSD2 inh	PKA-R2B activ	SR-BI DiI-HDL act
`Cc1c(Cl)cccc1NC(=S)N(C)CCC#N` is listed with -6	-2	-10	1	-0.1	100	-6	-7	0	11	2
`COc1ccc(C2=NOC(C)(c3nnc(-c4ccc(F)cc4)o3)C2)cc1` (configuration not stated) is listed with -4	22	2	9	0.5	99	13	0	.	-7	-22
`CC(C)c1ccc(Nc2nnc(SCC(=O)Nc3ncc(S(=O)(=O)c4ccc([N+](=O)[O-])cc4)s3)s2)cc1` is listed with 3	2	.	46	-0.1	97	-24	0	-3	-1	-2

Looked up by structure from the entries so far (2):
#	PKA-R1A activ	SR-BI HDL uptake	SUMO Mot1 rescue	MITF TRPM1 HTS	CDK5 p35 inh	DSG3 Ab inh	Arrestin-AP2 inh	dFosB activator	NSD2 inh	PKA-R2B activ	SR-BI DiI-HDL act	Structure
25	8	-12	-24	27	2.0	105	-8	-8	-2	0	12	O=C(Nc1cccc(S(=O)(=O)NC2=NCCC2)c1)c1ccc(=O)[nH]c1
3	-1	-3	.	-11	-1.1	98	17	-3	6	-3	3	O=C(CCc1ccccc1Cl)Nc1ccc(S(=O)(=O)Nc2nccs2)cc1

Records above shown as hits in dFosB activator.
#	PKA-R1A activ	SR-BI HDL uptake	SUMO Mot1 rescue	MITF TRPM1 HTS	CDK5 p35 inh	DSG3 Ab inh	Arrestin-AP2 inh	dFosB activator	NSD2 inh	PKA-R2B activ	SR-BI DiI-HDL act	Structure
1	-6	31	0	37	-0.6	97	12	20*	-3	-2	-31	CC(=O)Nc1ccc2nc(NC(=O)COc3ccccc3C)sc2c1

The listing continues.
#	PKA-R1A activ	SR-BI HDL uptake	SUMO Mot1 rescue	MITF TRPM1 HTS	CDK5 p35 inh	DSG3 Ab inh	Arrestin-AP2 inh	dFosB activator	NSD2 inh	PKA-R2B activ	SR-BI DiI-HDL act	Structure
26	.	5	-5	.	0.6	99	9	-3	-2	.	-5	O=C(c1ccc(F)cc1F)N1CCCN(c2nc(-c3ccccc3)ns2)CC1
27	-8	52	-7	70	-1.3	107	-8	-11	-2	-9	-52	COC(=O)c1sc(NC(=O)c2csc3c2CCCC3)nc1C
28	-5	-1	.	9	1.5	.	21	-9	.	1	1	COc1cc2ccc(=O)oc2c(O)c1O
29	8	8	-11	0	-0.9	103	7	-4	24	-3	-8	O=C(O)CN1CCN(Cc2ccccc2)C1=O
30	-2	13	-14	-10	1.0	113	-3	-10	-1	-7	-13	COc1ccc(C(=O)N[C@H](C(=O)OCc2cc(=O)oc3cc(C)ccc23)C(C)C)cc1
31	-1	24	-2	-2	1.2	100	7	-2	0	-5	-24	CCCCN(C(=O)c1ccc(N(C)S(=O)(=O)c2ccc(C)cc2)cc1)c1c(N)n(CCCC)c(=O)[nH]c1=O
32	-12	-14	-9	4	-1.6	106	-2	-8	1	2	14	CCOC(=O)C(NC(=O)CC(C)C)(Nc1cc(C)on1)C(F)(F)F (configuration not stated)
33	-1	12	-7	0	1.0	.	-7	-7	-1	1	-12	CCOc1ccccc1OCCCC(=O)NNC(=O)c1nn(C)c(=O)c2ccccc12
34	-6	-44	-2	2	-0.2	131	-12	-4	0	1	44	Cc1ccc(/C=C/C(=O)NCCCc2ccccc2)cc1
35	-6	0	-24	-2	-1.6	100	0	0	-4	6	0	CC(C)c1nc2sc3c(c2c(=O)n1N)CC(C)(C)OC3
36	-11	53	-5	101*	-0.3	101	15	20*	-2	-3	-53	COc1cc(OC)cc(C(=O)Nc2cccc(-c3ccc(N4CCOCC4)nn3)c2)c1
37	-3	19	12	-2	.	89	6	-7	7	1	-19	CCc1nnc(NS(=O)(=O)c2ccc(NC(=O)/C=C/c3ccc(OC)cc3OC)cc2)s1
38	12	-25	4	-6	0.4	108	2	-7	0	2	25	COc1ccc(C(=O)N2CCN(S(=O)(=O)c3ccc4c(c3)OCCO4)CC2)cc1OC
39	-17	7	24	-6	-0.5	99	-17	-12	4	-12	-7	Cc1cccc(-n2c(Cc3ccccc3)nnc2SCc2ccc([N+](=O)[O-])cc2)c1
40	0	20	6	.	-1.8	.	10	-11	.	1	-20	O=C(NN1C(=O)c2ccccc2NC1c1ccccn1)c1ccc(Br)cc1 (configuration not stated)
41	-10	-4	126	.	-0.7	98	25	-4	-1	-1	4	O=C1CN(C(=O)COC(=O)C2CCN(S(=O)(=O)c3ccccc3C(F)(F)F)CC2)c2ccccc2N1
42	-5	-16	67	-3	-1.4	.	-1	-5	-2	1	16	COc1ccccc1C(=O)NC(=O)CSc1ccc(C)c(C)c1
43	-13	10	-1	.	0.5	96	32	25*	-5	4	-10	O=C1Nc2ccccc2O/C1=C\c1c(F)cccc1Cl
44	-9	-4	-3	-7	-0.4	.	3	-5	-3	-8	4	COC(=O)c1cc(S(=O)(=O)N2CCN(c3cccc(OC)c3)CC2)cn1C
45	.	4	-7	5	1.1	96	30	-1	-2	.	-4	COc1cc(OC)cc(N2CC(C)(C)C2=O)c1
46	1	43	19	0	-2.7	.	1	-3	.	-11	-43	CC1CCc2c(sc3ncnc(SCC(=O)N(C)C4CCS(=O)(=O)C4)c23)C1 (configuration not stated)
47	-3	-19	-5	11	0.1	101	1	1	-1	-11	19	CCOc1ccc(NC(=O)COC(=O)c2ccc3c(c2)OCO3)cc1
48	-9	59	-21	2	2.7	102	-6	-3	63*	-12	-59	COc1cc(/C=C/C(=O)OCC(=O)NNC(=O)c2cc(Cl)ccc2OC)ccc1O
49	3	7	10	-5	-2.2	107	8	-7	.	3	-7	CN(C)CCOc1ccc(C(C)(C)c2ccccc2)cc1
50	-3	22	-15	-15	0.6	107	-13	-9	-1	-4	-22	O=C(CCc1ccc(S(=O)(=O)NC2CCCCC2)cc1)N(Cc1ccccc1)Cc1ccccc1

Single entries from the entries so far.
Result of COc1ccccc1C(=O)NC(=O)CSc1ccc(C)c(C)c1 in PKA-R2B activ: 1
Result of O=C1CN(C(=O)COC(=O)C2CCN(S(=O)(=O)c3ccccc3C(F)(F)F)CC2)c2ccccc2N1 in SR-BI HDL uptake: -4
Result of O=C(c1ccc(F)cc1F)N1CCCN(c2nc(-c3ccccc3)ns2)CC1 in dFosB activator: -3

Compound activity: PubChem, several laboratories
